# GAA inh: qHTS Assay for Inhibitors of Human alpha-Glucosidase as a Potential Chaperone Treatment of Pompe Disease | Lysosomal alpha-glucosidase (Homo sapiens), P10253 | purified human GAA, 4-MU-alpha-glucoside fluorescence | hit rate 0.005% among 200,000 | AID 1466, 2008 | Potency, µM (titrated, usually from 76.9 µM), for inactives: at the highest dose activity change, negative = inhibition, hits mostly inhibitors;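 note: plate controls were uninhibited enzyme wells for no effect and no-enzyme background for full effect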
#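 Fluorogenic assay: 4 nM human alpha-glucosidase with 400 uM 4-methylumbelliferyl-alpha-D-pyranoside in 50 mM citrate/phosphate, 0.005% Tween-20, pH 5.0, 20 min at room temperature. Compounds tested up to 77 uM; AC50 from Hill fits.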
# GLA spleen mod: qHTS Assay for Inhibitors and Activators of Human alpha-Galactosidase From Spleen Homogenate; human spleen homogenate, 4MU-alpha-Gal fluorescence, 40 min; AID 2107, 2009; Alpha-galactosidase A (Homo sapiens), P06280; hit rate 0.008% among 240,000; Potency, µM (highest dose often 80 µM), inactives show at the top dose activity change, negative = inhibition, actives largely listed as inhibitors;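 note: 0% = enzyme with vehicle and -100% = no enzyme basal signal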
# Target sequence (P06280 32-429 limits assumed): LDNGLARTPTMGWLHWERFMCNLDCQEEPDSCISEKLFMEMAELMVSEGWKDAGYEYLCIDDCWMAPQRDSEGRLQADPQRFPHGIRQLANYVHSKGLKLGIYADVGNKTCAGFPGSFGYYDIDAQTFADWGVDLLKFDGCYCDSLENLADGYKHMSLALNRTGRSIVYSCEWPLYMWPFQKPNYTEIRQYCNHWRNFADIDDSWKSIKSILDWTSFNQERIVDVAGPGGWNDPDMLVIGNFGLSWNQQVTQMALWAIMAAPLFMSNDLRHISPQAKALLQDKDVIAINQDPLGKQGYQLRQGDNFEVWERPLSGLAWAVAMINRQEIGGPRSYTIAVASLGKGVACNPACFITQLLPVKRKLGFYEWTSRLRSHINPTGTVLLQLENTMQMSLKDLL
#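 Fluorogenic readout (Ex 365/Em 440 nm) of 4-methylumbelliferone released from 1 mM 4-MU-alpha-galactoside by spleen homogenate, 40 min at 37C, pH 5.0. Data normalized to no-enzyme and enzyme controls; Hill-equation AC50 from compound titrations.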
# Tau fluor counter: Counterscreen qHTS for Inhibitors of Tau Fibril Formation, Fluorescence Polarization | tau K18 P301L Alexa594 fluorescence, heparin fibrillization | Potency, µM (series often up to 57.7 µM), inactives show at the highest dose activity change, negative = decrease | hit rate 0.93% among 280,000; note: % is set by controls: 0 for no effect and ±100 for the full control effect; nearly all actives have a fitted effect of over 55% in size
#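 Human tau K18 P301L (15 uM unlabeled, 0.24 uM Alexa 594-labeled) in 100 mM sodium acetate pH 7 with 20 uM heparin, 6 hr at 37 C. ThT 30 uM added, 1 hr ambient; Alexa 594 FP and total fluorescence read at 555/632 nm.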
# HTT ATP protect: qHTS Multiplex Assay to Identify Dual Action Probes in a Cell Model of Huntington: Cytoprotection (ATP) | PC12 HTT-Q103 induced, cytoprotection, ATP luminescence, 40 h | Potency, µM (doses to about 56.4 µM), inactives show cytoprotection (ATP increase), most hits filed as activators | hit rate 0.14% among 230,000;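 note: % of control where 0% means no effect; nearly all actives have a fitted effect of over 45% in size; toxic huntingtin expression switched on by the ecdysone agonist tebufenozide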
#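 Rat PC12, Q103 Htt exon1-GFP fusion, ecdysone promoter; tebufenozide inducer 100 nM final; compound titration; qHTS, 1500 cells/well; ATPlite luminescent read.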
# GAA glycogen mod: qHTS Assay for Inhibitors and Activators of Human alpha-Glucosidase Cleavage of Glycogen. Lysosomal alpha-glucosidase (Homo sapiens), P10253. recombinant GAA, glycogen substrate, Amplex Red glucose oxidase fluorescence. Potency, µM (top dose mostly 76.4 µM), for inactives: at the highest dose activity change, negative = inhibition, most hits filed as inhibitors. hit rate 0.38% among 300,000. AID 2100, 2009;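 note: 0% = full enzyme reaction and -100% = no-enzyme basal signal; the screen sought inhibitors and activators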
#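 Natural-substrate format: glycogen cleavage by 4 nM human enzyme, glucose read by Amplex Red coupling (Ex 573, Em 610 nm). Normalized to enzyme and no-enzyme controls.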
# GAA spleen mod: qHTS Assay for Inhibitors and Activators of Human alpha-Glucosidase From Spleen Homogenate. hit rate 0.006% among 240,000. Lysosomal alpha-glucosidase (Homo sapiens), P10253. human spleen homogenate, 4-MU-alpha-glucoside fluorescence. AID 2112, 2009. Potency, µM (series often up to 79.9 µM), for inactives: top-dose activity change, negative = inhibition, usual class: inhibitors;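 note: 0% = enzyme with vehicle and -100% = no enzyme basal signal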
#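 AC50 values come from Hill-equation fits of concentration-response data, normalized to no-enzyme and full-activity controls. Enzyme source: 1 ug human spleen homogenate; 1 mM fluorogenic 4-MU glucoside, pH 5.0 citrate buffer, 37 C, 40 min.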
# Tau fibril FP: qHTS for Inhibitors of Tau Fibril Formation, Fluorescence Polarization; Microtubule-associated protein tau (Homo sapiens), P10636; K18 P301L tau heparin fibrillization, Alexa594 FP, 6 h; Potency, µM (top dose mostly 57.7 µM), inactives show at the highest dose activity, negative = inhibition, most hits filed as inhibitors; hit rate 0.39% among 280,000; note: % is set by controls: 0 for no effect and ±100 for the full control effect; nearly all actives have a fitted effect of over 55% in size
# Target sequence (P10636 561-689 P618L limits assumed): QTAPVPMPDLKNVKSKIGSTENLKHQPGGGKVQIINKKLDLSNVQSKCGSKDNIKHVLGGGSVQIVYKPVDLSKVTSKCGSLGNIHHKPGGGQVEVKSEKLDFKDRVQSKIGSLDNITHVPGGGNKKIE
#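 Recombinant K18 P301L […], labeled with Alexa 594 at 0.24 uM over 15 uM unlabeled; heparin inducer 20 uM final; 37 C, 6 hr; FP endpoint.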
# Tau fibril ThT: qHTS for Inhibitors of Tau Fibril Formation, Thioflavin T Binding; Potency, µM (doses to about 57.4 µM), for the others: at the top dose activity, negative = inhibition, most hits filed as inhibitors; hit rate 2.1% among 270,000; recombinant tau K18 P301L, heparin-induced fibrillization, ThT fluorescence; Microtubule-associated protein tau (Homo sapiens), P10636; note: % is set by controls: 0 for no effect and ±100 for the full control effect; nearly all actives have a fitted effect of over 55% in size
#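 Fibril formation assay: tau K18 P301L at 15 uM with trace Alexa 594 label, heparin inducer 20 uM, pH 7 sodium acetate buffer, 37 C for 6 hr; endpoint ThT signal.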
# The depositor's hits bear a star; ? = inconclusive; . = no result given; [ ] = dose if it differs, or a comment. Calls come from the whole dose curve; as a rule, active = well fitted curve in the direction sought with a large enough effect; inconclusive = small, poorly fitted or top-dose-only effect, or another doubt; inactive = no such curve, though single readings can be large; an effect the other way counts as inactive or inconclusive. Potency is the fitted concentration of half-maximal effect.
SMILES	Tau fibril ThT	Tau fluor counter	GLA spleen mod	GAA inh	HTT ATP protect	GAA glycogen mod	Tau fibril FP	GAA spleen mod
CCN(CC)c1ccc(C=O)c(OC)c1	7%	3%	-5%	11%	20%[10 µM]	-8%	1%	2%
Cc1nn(CC(=O)c2ccc(Br)s2)c(C)c1[N+](=O)[O-]	-12%	-16%	6%	.	13%[10 µM]	0%	3%	-2%
CCCCn1c(/C=N/Nc2nc3ccccc3[nH]2)nc2ccccc21	?	?	2%	-6%	7%[10 µM]	-12%	9%	1%
O=c1oc(-c2cccc(C(F)(F)F)c2)nn1-c1ccc(C(F)(F)F)cn1	-8%	-11%	8%	-3%[15.4 µM]	0%[10 µM]	-25%	1%	-9%
O=C(c1ccc(Cl)nc1)c1cccs1	-2%	-2%	3%	.	-3%[10 µM]	0%	-1%	0%
Cc1ccccc1N(C(=O)Cn1nnc(-c2ccc(F)cc2)n1)C(C(=O)NC(C)(C)C)c1ccncc1 (stereo not drawn)	1%	7%[2.34 µM]	7%	5%	15%[10 µM]	0%	-5%[2.34 µM]	-1%
COc1ccccc1CC(=O)NCc1nn(-c2ccccc2)nc1C	-10%	-13%	0%	.	8%[10 µM]	-1%	-5%	-2%
Cc1ccc(N(C)C(=O)C2CCCN2S(=O)(=O)c2ccc3c(c2)n(C)c(=O)c(=O)n3C)cc1 (stereo not drawn)	-10%	-14%	0%	.	15%[10 µM]	6%	?	-4%
COc1ccc(OCc2ccc(-c3nc(C#N)c(N4CCN(c5cccc(Cl)c5)CC4)o3)o2)cc1	-3%	-1%	.	.	.	-7%[76.3 µM]	-7%	.
CC(C)(C)c1ccc(CNc2ccc([N+](=O)[O-])cn2)cc1	?	?	0%	?	-14%[10 µM]	-13%	-10%	1%
COc1ccccc1CNC(=O)CCCc1ccccc1	-2%	5%	-3%	5%	37%[0.074 µM]	3%	-2%	-3%
O=c1cc(CN2CCCc3ccccc32)nc2sccn12	-13%	-13%	1%	2%	12%	6%	0%	2%
COc1ccc(-c2cn3ccsc3n2)cc1	?	-10%	-2%	4%	-89%[inhibitor]	17%	-7%	-2%
CCOC(=O)N1CCC(NCCNC(=O)c2ccccc2)CC1	1%	7%	-1%	-8%	-11%	1%	-3%	-5%
O=C(O)C1C2CCC(C2)C1C(=O)Nc1nc2ccccc2s1 (stereo not drawn)	-2%	3%	-11%	-2%	-15%	-1%	4%	-9%
COc1ccc(/C=C2\SC(=NCc3ccccc3)N(Cc3ccccc3)C2=O)cc1OC	-23%	?	-10%	-2%	9%[10 µM]	-15%	?	-21%
CCOc1ccc(C(=O)CSc2nnc(N)s2)cc1	-11%	-3%	1%	-4%	-9%	-7%	1%	2%
O=C(NCC1CCCN(Cc2cccc(C(F)(F)F)c2)C1)c1ccc(F)cc1 (stereo not drawn)	1%	3%	-5%	6%	22%[10 µM]	-2%	0%	0%
c1ccc(Cn2c(-c3cncs3)nc3ccccc32)cc1	-6%	-5%	-3%	-11%	0%	1%	7%	-6%
Cc1ccc(OCCCC(=O)Nc2ccc(S(=O)(=O)Nc3cc(C)on3)cc2)cc1	-6%	3%	-2%	-1%	-7%[10 µM]	-3%	9%	-2%

# Three successive entries already listed, quoted:
SMILES	Tau fibril ThT	Tau fluor counter	GLA spleen mod	GAA inh	HTT ATP protect	GAA glycogen mod	Tau fibril FP	GAA spleen mod
O=C(NCC1CCCN(Cc2cccc(C(F)(F)F)c2)C1)c1ccc(F)cc1 (stereo not drawn)	1%	3%	-5%	6%	22%[10 µM]	-2%	0%	0%
c1ccc(Cn2c(-c3cncs3)nc3ccccc32)cc1	-6%	-5%	-3%	-11%	0%	1%	7%	-6%
Cc1ccc(OCCCC(=O)Nc2ccc(S(=O)(=O)Nc3cc(C)on3)cc2)cc1	-6%	3%	-2%	-1%	-7%[10 µM]	-3%	9%	-2%

# The results go on:
SMILES	Tau fibril ThT	Tau fluor counter	GLA spleen mod	GAA inh	HTT ATP protect	GAA glycogen mod	Tau fibril FP	GAA spleen mod
Cc1ccc(NC(=S)c2nc3ccccc3s2)cc1	?	-22%	4%	-3%	-41%[inhibitor]	1%	-4%	-3%
CCC1=NC(c2ccc(OC)cc2)N(O)C1(C)C (stereo not drawn)	-6%	-5%	-4%	2%	-4%	?	-5%	-3%
CCOc1cc2[nH]c(=S)n(C(C)C)c(=O)c2cc1OCC	1%	-22%	5%	-8%	6%[10 µM]	8%	-3%	0%
COc1cccc(CN2CC(O)=C(c3nc(-c4ccc(Cl)cc4)cs3)C2=N)c1	-13%	-16%	-5%	-1%	-9%	7%	15%	-7%
COc1ccccc1CNC(=O)Cn1cc2c(n1)-c1c(oc(C(=O)N3CCOCC3)c1C)CC2	-4%	-5%	.	.	.	16%[76.3 µM]	5%	.
CCOc1ccccc1/C=C/c1cc(C(=O)O)c2ccccc2n1	-14%	-8%	-2%	.	15%[10 µM]	10%	3%	0%
O=C(CN1CCN(S(=O)(=O)c2ccc(Br)cc2)CC1)Nc1ccc2c(c1)OCCO2	-11%	-19%	7%	?	-13%	-6%	-2%	-8%
COc1ccc(OC)c(NC2=NC3(CCCC3)N=C(N)N2)c1	-1%	0%	3%	0%	-16%	6%	-7%	-3%
O=C(c1cccc(F)c1)N1CCC(O)(c2cccnc2)CC1	-3%	-3%	-1%	11%	-15%	-3%	-9%	-4%
c1ccc(CN2CCN(CCOCCOc3ccc4c(c3)CCC4)CC2)cc1	-5%	-3%	-7%	-2%	-18%	-9%	-2%	-9%
CCOC(=O)c1c(-c2ccccc2)csc1NC(=O)/C(C#N)=C/c1ccc(OC)c(OC)c1	-7%	-2%	1%	1%	26%[10 µM]	-5%	8%	-2%
CCCCCCCC(=O)N/N=C(\C)c1ccc(O)cc1O	9%	11%	-1%	-9%	.	4%	8%	5%
CC(=O)Oc1ccc(-c2ccc(C(=O)O)cc2)cc1	-6%	0%	-1%	-9%	-10%[10 µM]	3%	-2%	-16%
O=C1CN(C(=O)c2ccc(S(=O)(=O)N3CCCC3)cc2)C(c2ccccc2)c2cc(Cl)ccc2N1 (stereo not drawn)	-16%	-21%	.	.	.	4%[76.3 µM]	3%	.
CO[C@H]1COC(=O)C/C=C\[C@H](C)[C@@H](OC)COC(=O)[C@H](Cc2ccccc2)NC(=O)C/C=C\[C@@H]1C	-1%[11.5 µM]	-2%[11.6 µM]	7%[17.5 µM]	.	1%[10 µM]	.	-4%[11.6 µM]	7%[17.4 µM]
CCN(CC(=O)NCc1ccc(F)cc1)c1ccc(S(C)(=O)=O)cc1[N+](=O)[O-]	-7%	-11%	-7%	-5%	-11%	2%	-3%	2%
COc1ccc(C2(C(=O)Nc3cc(C)on3)CCOCC2)cc1	0%	0%	1%	-1%	-12%[10 µM]	5%	6%	5%
Cc1ccc(C(=O)c2coc3c2C(=O)C(=O)c2ccccc2-3)cc1	2.2µM*	?	-2%	-3%	15%[10 µM]	4%	?	-6%
CCS(=O)(=O)n1nc(-c2ccccc2)nc1SC	-8%	-6%	8%	1%	1%	6%	0%	9%
COc1ccc(/C=C/C(=O)OCC(=O)c2c(N)n(C)c(=O)n(C)c2=O)cc1	4%	-4%	2%	-4%	17%[0.074 µM]	-21%	-13%	2%
CC(C)c1nc2ccc(NC(=O)C34CC5CC(CC(C5)C3)C4)cc2[nH]1	-5%	-5%	8%	-12%	-20%	2%	0%	-6%
CCOC(=O)Cn1nc(CC)c2ccccc2c1=O	8%	3%	-12%	-4%	2%	3%	3%	-3%
C=C(C)c1cccc(C(C)(C)NC(=O)N2CCN(c3ccccc3)CC2)c1	-8%	-10%	3%	.	22%[10 µM]	5%	2%	-1%
COc1ccc(OC)c(NC2=NC3(CCCCC3)N=C(N)N2)c1	-6%	0%	-5%	?	-2%[0.074 µM]	1%	1%	-5%
Cc1ccc(C(=O)COc2ncnc3cc(Cl)ccc23)cc1	-3%	-21%	-5%	.	3%[10 µM]	1%	-6%	-1%
COc1cc(-c2nc(S(=O)(=O)c3ccc(Cl)cc3)c(N3CCOCC3)o2)cc(OC)c1OC	-11%	1%	3%	0%	19%	6%	4%	-3%
O=C(/C=C/Nc1ccc(S(=O)(=O)Nc2cnc3ccccc3n2)cc1)c1ccccc1	.	6%[0.0958 µM]	-11%	.	-3%[10 µM]	5%	2%[0.0958 µM]	-21%
NC(=O)C[n+]1cccc(C(N)=O)c1	6%	14%	1%	-4%	-24%	1%	4%	3%
COc1cc(C(=O)N/N=C/c2cc([N+](=O)[O-])cs2)cc(OC)c1OC	-8%	-5%	-2%	-30%	.	2%	7%	-1%
CCCn1nc2cc(C(=O)NCCCCc3ccccc3)ccc2c1OCC	?	-8%	4%	7%	-27%	6%	5%	-9%
COc1ccc2oc(=O)c(C(=O)N3CCN(c4ccccc4C)CC3)cc2c1	?	-9%	10%	-1%	-19%	0%	1%	0%
COc1cc2nc(NCc3ccc(C)cc3)n3nc(-c4ccccc4)nc3c2cc1OC	14%	-7%	.	.	.	-20%[76.3 µM]	10%	.
COc1cc(CN(C(=O)c2ccco2)c2ccc(C)cc2)ccc1O	-5%	-1%	-3%	2%	19%[0.074 µM]	?	-1%	-16%
CCOC(CNC(=O)c1ccc(N2CCc3ccccc32)c([N+](=O)[O-])c1)OCC	13µM*	?	-4%	-10%	7%[10 µM]	-2%	?	-12%
